Screening data from PubChem.
KDM5B inhibitor: blocks human KDM5B histone demethylase activity; Q9UGL1; AID 1347165; KDM5B demethylase, FDH-coupled NADH fluorescence (FDH is formaldehyde dehydrogenase); Potency, µM (highest dose often 57.7 µM), inactives show top-dose activity change, negative = inhibition, actives largely listed as inhibitors; 220,000 compounds, 2.6% hits; active = well fitted inhibition curve with a large enough effect; inconclusive = small, poorly fitted or top-dose-only effect; inactive = no such curve, though single readings can be large or run the other way; note: 0% is about no effect; nearly all actives have a fitted effect of over 70% in size
Target sequence (Q9UGL1 whole entry, looked up): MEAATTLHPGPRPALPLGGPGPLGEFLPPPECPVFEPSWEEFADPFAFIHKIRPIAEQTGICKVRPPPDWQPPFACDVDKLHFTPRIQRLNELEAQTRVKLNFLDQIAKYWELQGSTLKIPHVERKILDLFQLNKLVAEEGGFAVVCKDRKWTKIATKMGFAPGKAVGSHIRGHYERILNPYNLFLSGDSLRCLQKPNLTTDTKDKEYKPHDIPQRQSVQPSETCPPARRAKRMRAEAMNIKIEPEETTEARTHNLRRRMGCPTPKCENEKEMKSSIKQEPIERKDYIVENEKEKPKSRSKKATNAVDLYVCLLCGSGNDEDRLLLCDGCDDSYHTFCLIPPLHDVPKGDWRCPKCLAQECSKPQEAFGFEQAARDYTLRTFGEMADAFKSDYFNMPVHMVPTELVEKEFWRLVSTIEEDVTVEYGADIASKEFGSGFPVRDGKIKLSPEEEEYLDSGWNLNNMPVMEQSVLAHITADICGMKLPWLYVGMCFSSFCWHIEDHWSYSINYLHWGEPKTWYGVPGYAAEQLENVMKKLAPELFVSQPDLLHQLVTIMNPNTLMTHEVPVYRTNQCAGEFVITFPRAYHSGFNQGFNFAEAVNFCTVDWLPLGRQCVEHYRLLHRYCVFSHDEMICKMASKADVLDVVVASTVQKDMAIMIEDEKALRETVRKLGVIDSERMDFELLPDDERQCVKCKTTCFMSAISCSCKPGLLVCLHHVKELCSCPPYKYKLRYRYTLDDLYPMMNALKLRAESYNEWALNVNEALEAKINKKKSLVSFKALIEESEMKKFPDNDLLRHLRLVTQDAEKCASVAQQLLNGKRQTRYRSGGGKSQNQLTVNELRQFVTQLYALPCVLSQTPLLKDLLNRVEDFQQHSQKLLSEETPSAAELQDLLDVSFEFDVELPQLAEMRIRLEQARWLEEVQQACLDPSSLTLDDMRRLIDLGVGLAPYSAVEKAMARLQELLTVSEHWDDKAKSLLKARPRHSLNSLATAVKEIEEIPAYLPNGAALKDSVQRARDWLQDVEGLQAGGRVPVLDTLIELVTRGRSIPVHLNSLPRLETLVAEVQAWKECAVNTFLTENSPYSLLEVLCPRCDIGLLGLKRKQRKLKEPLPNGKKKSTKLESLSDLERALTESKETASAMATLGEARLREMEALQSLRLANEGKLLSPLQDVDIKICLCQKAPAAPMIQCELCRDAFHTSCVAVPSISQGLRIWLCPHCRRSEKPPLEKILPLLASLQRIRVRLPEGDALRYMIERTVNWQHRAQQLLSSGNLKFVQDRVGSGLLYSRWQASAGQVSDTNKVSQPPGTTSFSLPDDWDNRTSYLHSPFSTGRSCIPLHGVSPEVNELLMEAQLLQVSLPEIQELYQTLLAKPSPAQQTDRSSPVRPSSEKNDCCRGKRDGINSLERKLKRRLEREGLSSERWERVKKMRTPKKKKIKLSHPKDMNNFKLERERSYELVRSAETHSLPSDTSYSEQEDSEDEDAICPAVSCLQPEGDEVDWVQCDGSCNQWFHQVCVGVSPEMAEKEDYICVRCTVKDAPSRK
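Here, H3K4me3 peptide (12.5 µM in substrate mix) is demethylated by KDM5BΔAP, 200 nM final, after 10 min compound exposure. Formaldehyde product is coupled through FDH (0.25 U/mL in mix) to NADH fluorescence; 30-min ΔRFU feeds dose-response curves.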
* = called active by the depositor; ? = inconclusive; [ ] = remark or other dose. Potency is the fitted concentration of half-maximal effect.

mol,KDM5B inhibitor
CCN(C(C)C(=O)Nc1ccc(C)cc1)S(=O)(=O)c1cccc2cc(C)cnc12 (stereo not drawn),0%
O=C(CCc1c[nH]c2ccccc12)Nc1cccc(Cl)c1,-3%
NC(=O)N1CCCC(C(=O)NCCc2nc(-c3ccccn3)no2)C1 (stereo not drawn),-15%
FC(F)(F)CN1CCN(c2nc(-c3cccnc3)nc3ccccc23)CC1,8%
Nc1ncccc1CN1C[C@H]2CN(C(=O)C3CCC3)C[C@@]2(C(=O)O)C1,22%
C[S+](=O)([O-])N1CCC2(CC1)CN(C(=O)c1c[nH]c3ccccc13)Cc1ccccc1O2,27%[115 µM]
COCC1(C(=O)N2CCC3(CC2)C(=O)N(C)c2ccccc23)CCC1,13%
COc1ccc2cnn(CC(=O)Nc3cc(F)ccc3F)c(=O)c2c1OC,-23%
CC(C(=O)c1ccc(-c2ccccc2)cc1)[n+]1cccc(NC(=O)c2ccccc2)c1 (stereo not drawn),-12%
Cn1c(CN2CCOCC2)nc2cc(NC(=O)c3ccccc3[N+](=O)[O-])ccc21,?
COCc1noc(CCNC(=O)c2ccc(C)c(N3CCNC3=O)c2)n1,10%
CN(C)c1ccc(CN[C@H]2C[C@H]3C(=O)NC[C@@H](CCC(=O)NCc4ccccc4)N3C2)cc1,-2%
CC(=O)N1CCC(OCCOc2ccccc2)CC1,22%
Cc1c(Cl)cc(C(=O)N2CCC[C@H]2C(=O)N2CCOCC2)cc1Cl,41%
Cc1cccc(OCC(=O)N(Cc2ccc(N(C)C)cc2)Cc2ccco2)c1C,?

The last 2 records of the part before come first, to join the parts.
mol,KDM5B inhibitor
Cc1c(Cl)cc(C(=O)N2CCC[C@H]2C(=O)N2CCOCC2)cc1Cl,41%
Cc1cccc(OCC(=O)N(Cc2ccc(N(C)C)cc2)Cc2ccco2)c1C,?
Cc1ccc(C(=O)N2CCC(Cc3nc(-c4ccccc4)no3)CC2)s1,2%
COC(=O)C1=CN(CC(=O)Nc2ccccc2OC)S(=O)(=O)N=C1C,4%
CN(Cc1nc(-c2ccccc2)no1)CC1(O)CNCCOC1 (stereo not drawn),1%
CCOCCCNCc1cccc(Cl)c1,-21%
CC1C(OC(=O)c2ccc(CS(C)(=O)=O)cc2)CC2CC1C2(C)C (stereo not drawn),9%
O=C(O)CC12CC3CC(CC(Cl)(C3)C1)C2,-1%
COc1ccc(Br)cc1[C@@H]1Nc2ccc(C(=O)O)cc2[C@@H]2C=CC[C@@H]21,?
Cc1ccc(-c2cc(NC(=O)COc3ccc(Cl)cc3C)on2)cc1,-25%
O=C(Nc1cccc(C(F)(F)F)c1)N[C@H]1CO[C@H]2[C@@H]1OC[C@H]2O,-7%[86.2 µM]
COc1ccc(S(=O)(=O)Nc2cccc3ccc(O)cc23)cc1,19%
COP(=O)(OC)c1nc(Cc2cccc3ccccc23)oc1NCc1ccc2c(c1)OCO2,0%
O=C(CCC1NC(=O)c2ccccc2NC1=O)NC1CCCCCC1 (stereo not drawn),18%
C=CC[N+]1(CC#Cc2ccc(C#CC[N+]3(CC=C)CCOCC3)cc2)CCOCC1,10%
Cc1ccc(NC(=O)CSc2nc3c(=O)[nH]cnc3n2C)cc1F,-5%
O=C1NCCCCCCN(C(=O)c2ccoc2)[C@H]2C[C@H](C(=O)N3CCc4ccccc4C3)C[C@@H]12,-28%
CC(C)CN(C(=O)c1nn(C)c(=O)c2ccccc12)c1nc2ccccc2s1,17%
O=c1c2ccc(Cl)cc2nc2n1CC/C2=C/c1cccc(O)c1,-18%
CC(C)c1cc(=O)oc2cc(OS(=O)(=O)c3ccc4c(c3)OCCO4)ccc12,?
CC1=CC(=O)C(C(C)=Nc2ccccc2Cl)C(=O)O1 (stereo not drawn),12%
CCOC(=O)C1=CN(Cc2ccccc2)S(=O)(=O)N=C1C,0%
COc1ccc(Cl)cc1NC(=O)CCc1nc(-c2ccccc2F)no1,?
Cc1ccc(-c2cc3c(=O)n(CCNC(=O)c4cccc(Cl)c4)ccn3n2)c(C)c1,28µM*
CC(N)(CO)c1cccc(C(F)(F)F)c1 (stereo not drawn),2%
O=C(Cn1nc(N2CCN(c3ccccc3)CC2)ccc1=O)Nc1ccc(F)c(Cl)c1,-33%
O=C(Nc1ccccc1Br)C1CC2CCCC(C1)C2=O (stereo not drawn),15%
COc1nccnc1NC1CCN(C(=O)NC2CCCCC2)CC1,32µM*
COCCN1CCC(CN(C)C2CCNCC2)C1 (stereo not drawn),?
CC(C)NC(=O)N1CCC2(CC1)C(=O)N(C)c1ccccc12,24%
O=C(c1ccc2oc(CCCc3ccccc3)nc2c1)N1CCCC(CCCO)C1 (stereo not drawn),14%
CC1(C)CC2CC(C)(CN2/C=C/C(=O)C(F)(F)F)C1 (stereo not drawn),-10%
CNC(=O)c1ccc(-c2nc(CN3CCN(C(=O)Nc4cccc(Cl)c4)CC3)c(C)o2)cc1,-10%
COc1ccc(C(=O)N2CC[C@@H](CC(=O)O)[C@@H](CCN3CCN(c4cccc(C(F)(F)F)c4)CC3)C2)cc1,-1%
O=C(Cc1ccccc1)NCC(=O)N1CCN(c2ccccc2F)CC1,10%
CC(C)(C#CCN1CCCCC1)OCCOC(c1ccccc1)c1ccccc1,7%
O=c1c(N2CCN(c3cccc(Cl)c3)CC2)csc2ccccc12,?
O=C(Nc1cccc(C(F)(F)F)c1)c1ccc(F)c(S(=O)(=O)N2CCc3ccccc3C2)c1,?
COc1ccc(NC(=O)CN2C(=O)NC3(CCCCC3)C2=O)c(OC)c1,38%[activator]
Cc1c(C(=O)OC(C)C#N)oc2c1ccc1ccccc12 (stereo not drawn),?
O=C(c1ccc(F)cc1)N1CCC[C@H]1c1nc(-c2ccc(F)cc2)no1,5%
CC1=C[C@@H](CNC(=O)c2cccnc2)[C@H](C(C)C)C[C@H]1Cc1nc2ccc(F)cc2[nH]1,-1%[86.2 µM]
CCCc1noc(-c2cn(C3CCN(C(=O)c4ccco4)CC3)nn2)n1,2%
O=C(NN1CCN(C(c2ccccc2)c2ccccc2)CC1)c1ccc(F)cc1Cl,9%
CCC(C)(C)NC(=O)C(c1ccccc1Cl)N(C(=O)CCC(=O)Nc1cc(C)on1)C1CC1 (stereo not drawn),14%
Cc1ccc(OCCOC(=O)C2COc3ccccc3O2)cc1 (stereo not drawn),12%
O=C(O)c1cnc(Cl)c(Cl)c1,22%
CCc1ccc(CN(C)C(=O)CN2CCN(c3ccc([N+](=O)[O-])c4cnccc34)CC2)cc1,-10%
O=C(Cc1ccc(F)cc1)OCn1nnc2ccccc2c1=O,18%
CCC1C(=O)N(C)CCN1C(=O)c1coc(COc2ccc3c(c2)OCO3)n1 (stereo not drawn),4%
O=C1CCN(C(=O)c2cccs2)CCCC(c2nc(-c3cccnc3)no2)CCN1 (stereo not drawn),21%
COc1ccc(N2CCN(S(=O)(=O)CCNC(=O)COc3ccccc3F)CC2)cc1,-9%
COc1ccc(C(CNC(=O)CN2CCN(C(C)=O)CC2)c2c[nH]c3ccccc23)cc1 (stereo not drawn),9%
COc1cccc(Cn2c(=O)n(CC3CCC(C(=O)NC(C)C)CC3)c(=O)c3sccc32)c1 (stereo not drawn),8%
COc1ccccc1N1CCN(C(=O)CCn2cnc3ccccc3c2=O)CC1,6%
COc1ccccc1OC(C)C(=O)Nc1c(C(=O)c2ccc(Cl)cc2)oc2ccccc12 (stereo not drawn),8%
CC(C)c1noc(-c2ccn3c(CNC(=O)c4ccc(F)cc4Cl)nnc3c2)n1,28µM*
Cc1ccccc1CN1CCc2nc(N3CCN(C)CC3)[nH]c(=O)c2CC1,-6%
O=C(NCCC1CCN(C(=O)Nc2cccc(F)c2)CC1)C1CCCC1,8%
COCCN(CCOC)C(=O)COc1cc2oc(=O)cc(C)c2cc1Cl,-21%
Cc1ccc(C(=O)N2CCN(C3CCN(CCc4ccccc4)C3=O)CC2)cc1F (stereo not drawn),12%
Cc1ccc2c(c1)N(CCCC(=O)N1CCc3nc4cc(-c5ccccc5)[nH]n4c(=O)c3C1)C(=O)CO2,?

Next section.
mol,KDM5B inhibitor
Cn1nc(C(=O)NCc2ccc(Cl)cc2Cl)c2ccccc2c1=O,7%
CC(C)N1CCC(CCN2C(=O)[C@H]3CNC[C@H]3C2=O)CC1,154%[activator]
CN1CCN(c2oc(-c3cccc(Cl)c3)nc2C#N)CC1,?
CCN(CC)C(=O)CSc1nc(-c2ccc(OC)cc2)nc2c1COC(C)(C)C2,7%
COc1cc2c(cc1OC)CN(S(=O)(=O)/C=C/c1ccccc1)CC2,12%
COC(=O)c1c(SCC(=O)Nc2ccccc2OC)[nH]c2ccccc2c1=O,-21%
COc1ccccc1CN(C)S(=O)(=O)c1cccs1,13%
COc1ccc(CCN2Cc3cc(NC(=O)c4ccccc4OC)ccc3OCC2=O)cc1,-24%
COc1cccc(C2CNC(=O)c3nc(Cn4nc(C)c(C)c4C)[nH]c3C2)c1 (stereo not drawn),-1%
Cc1cc(=O)n(CC(=O)Nc2cccc(C(C)C)c2)c(N2CCOCC2)n1,17%
CCc1ccc(NCc2cc3cc4c(cc3n(CC(=O)Nc3ccccc3C)c2=O)OCCO4)cc1,?
CCc1ccc(NC(=O)CSc2ccc(-c3sc(C)nc3C)nn2)cc1,26%
CCOc1ccc(CN2CCC(N3CCCC(C(=O)NC4CC4)C3)CC2)cc1 (stereo not drawn),21%
Cc1ccccc1C(=O)Nc1sc2c(c1C(=O)NCc1ccco1)CCC(C(C)(C)C)C2 (stereo not drawn),?
CCNC(=O)N(C1CC1)C1CCOC2(CCN(C(=O)CCCc3ccccc3)CC2)C1 (stereo not drawn),29%
COc1ccc(-c2nnc([C@H]3CCN(C(=O)C4CCCCC4)C3)o2)cc1,-2%[86.2 µM]
Cc1cc(C(=O)N2CCN(c3cccc(C)c3C)CC2)c2c(C)nn(-c3ccccc3)c2n1,-21%
COc1ccc(CNc2ncnc3c2c(-c2ccccc2)cn3-c2cccc(C)c2)cc1,?
COCCN1CCCCCC(O)c2cc(C(=O)N3CCN(C4CCCCC4)CC3)ccc21 (stereo not drawn),?
COc1ccccc1CN(C(=O)c1cnccn1)C(C(=O)NC1CCCCC1)c1cc(OC)c(OC)c(OC)c1 (stereo not drawn),24%
O=C(c1ccccc1)N1CCC2(C1)C(=NC1CCCCC1)NC(=O)N2c1cccnc1 (stereo not drawn),23%[115 µM]
COc1ccc(C2=NOC3(CCCN(Cc4ccccn4)C3)C2)cc1 (stereo not drawn),-15%[149 µM]
CN(C)C(=O)c1cccnc1OC1CCN(Cc2cccnc2)CC1,-8%
CCOC(=O)c1ccccc1NC(=O)NCc1c(-n2cccc2)sc2c1CCCC2,?
CSCc1ccc(C(=O)NCCc2nc(-c3ccccn3)no2)o1,10%
CC(C)c1noc(-c2cccn3c(CNC(=O)CCc4ccccc4)nnc23)n1,14µM*
N#Cc1cc2c(=O)n3ccccc3nc2n(-c2nnc(SCc3ccccc3F)s2)c1=O,-21%
CCc1ccccc1NC(=O)Nc1ccc2c(c1)N(CC)C(=O)c1ccccc1S2,?
O=C(c1ccc(N2CC3CC(C2)[C@H]2CCCC(=O)N2C3)nc1)N1CCN(c2ncccn2)CC1 (stereo partly drawn),?
Cc1cc(C)cc(N(CC(=O)NCc2ccccc2Cl)S(=O)(=O)c2c(C)noc2C)c1,?

Entries above with a furan ring, fused or not:
mol,KDM5B inhibitor
Cc1cccc(OCC(=O)N(Cc2ccc(N(C)C)cc2)Cc2ccco2)c1C,?
O=C1NCCCCCCN(C(=O)c2ccoc2)[C@H]2C[C@H](C(=O)N3CCc4ccccc4C3)C[C@@H]12,-28%
Cc1c(C(=O)OC(C)C#N)oc2c1ccc1ccccc12 (stereo not drawn),?
CCCc1noc(-c2cn(C3CCN(C(=O)c4ccco4)CC3)nn2)n1,2%
COc1ccccc1OC(C)C(=O)Nc1c(C(=O)c2ccc(Cl)cc2)oc2ccccc12 (stereo not drawn),8%
Cc1ccccc1C(=O)Nc1sc2c(c1C(=O)NCc1ccco1)CCC(C(C)(C)C)C2 (stereo not drawn),?
CSCc1ccc(C(=O)NCCc2nc(-c3ccccn3)no2)o1,10%

(listing goes on)
mol,KDM5B inhibitor
Cc1nc2ccccc2c(=O)n1/N=C/C=C/c1ccccc1,-1%
Cc1ccc(F)cc1S(=O)(=O)N1CC(C(=O)NC2CCCCC2)C2(CCOCC2)C1 (stereo not drawn),4%
O=C(NCC1(N2CCOCC2)CCCCC1)c1cccc(NC(=O)c2cccs2)c1,-7%
COc1ccc(CN(C)C2CCc3ccccc32)cc1 (stereo not drawn),4%[86.2 µM]
COc1ccc(NC(=O)Cn2c(C)ccc(NS(=O)(=O)c3ccccc3)c2=O)c(C)c1,5%
COc1ccccc1N1CCN(C(=O)Cn2c(-c3ccc(F)cc3)nc(C)cc2=O)CC1,14%
COc1ccc(OC)c(-c2cc3ccc(OS(C)(=O)=O)cc3oc2=O)c1,?
COc1cccc(C(=O)N(Cc2ccc(C)o2)C2CCS(=O)(=O)C2)c1 (stereo not drawn),-25%
Fc1ccccc1CSCc1ccc(-c2nc(-c3ccc4c(c3)OCO4)no2)o1,-27%
CSc1nc(=S)cc(C)[nH]1,?
CC1CCN(c2ccc(NC(=O)C(Cc3ccccc3)NC(=O)c3cccs3)cc2)CC1 (stereo not drawn),3%

These rows are one share of the data; the hit share may differ from the screen's.
